Screens from PubChem.
PrPC TRFRET: inhibitors of human cell surface prion protein PrPC, primary screen, cell-based, TR-FRET; Major prion protein (Homo sapiens), P04156; TR-FRET read-out; inhibition, % at 13.8 µM; 0.43% of 370,000 active; AID 720596, 2013; in the data active = inhibition above about 24%; note: 0% = median of the test wells and 100% = reference compound wells
PriA SSB inh: inhibitors of Klebsiella pneumoniae PriA binding to SSB C-terminal tail, primary screen, biochemical, AlphaScreen. inhibition, % at 33 µM. AlphaScreen SSBct-PriA binding, biotinylated peptide. AID 1272365, 2023. PriA–SSB C-terminal tail interaction (Klebsiella pneumoniae). 0.6% of 430,000 active; in the data active = inhibition mostly above about 37%, no sharp cut-off; inactive = mostly below about 20%;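 note: plate controls were negative control peptide for no effect and reference peptide for full effect; strong numbers were not always called active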
The depositor's hits bear a star; . = no result given.

SMILES	PrPC TRFRET	PriA SSB inh
C=CCCC(NC(=O)OCc1ccccc1)P(=O)(Oc1ccccc1)Oc1ccccc1 (stereo not given)	0	.
COc1ccc(CN[C@@H]2CC[C@@]34CCCN3C(=O)CCC[C@H]4C2)cc1OC	-4	.
O=C(NCC(c1ccccc1)c1ccccc1)[C@H](Cc1ccccc1)NC1(C(=O)NC2CCCCC2)CCCC1	-2	.
O=C(Nc1ccc(N2C(=O)[C@@H]3[C@H](C2=O)[C@@H]2C=C[C@H]3C2)c(Cl)c1)c1ccccn1	7	.
CC(C)[C@H]1/C(=C/C2CC2)N2C(=O)C[C@H](c3cccc(C(F)(F)F)c3)N=C2N1Cc1ccc2c(c1)OCO2	9	.
O=C(c1cccs1)C1CCN(c2ncnc3sccc23)CC1	17	.
c1ccc2cc3[nH]c(CNc4nc(N5CCOCC5)nc5c4ncn5-c4ccsc4)nc3cc2c1	25*	.
CC(C)(C)c1ccc(CNc2nc(-c3ccccn3)nnc2-c2ccccc2)cc1	24*	.
CC(=O)Nc1sc2c(c1-c1nc3ccccc3s1)CNC2	-4	.
CC1=C[C@]2(CN(CC3CC3)C3=N[C@H](c4ccccc4)CC(=O)N32)n2c(=O)n(-c3ccccc3)c(=O)n2C1	1	.
COC(CNC(=O)[C@H](Cc1ccccc1)NC1(C(=O)NC2CCCCC2)CCC1)OC	0	.
CCCC/C=C1/[C@H](CC)N(C)C2=N[C@@H](c3ccccc3)CC(=O)N21	1	.
O=C(CNC(=O)c1ccccc1)OC(C(=O)Nc1cc([N+](=O)[O-])ccc1F)c1ccccc1 (stereo not given)	10	.
CO[C@H]([C@H](C)/C=C/N(C)C=O)[C@@H](C)C(=O)CC[C@H](C)[C@H](O)[C@H](C)[C@H]1OC(=O)/C=C/C(C)=C/[C@H](O)[C@H](OC)C[C@@H]2C=CC[C@@H](C[C@H](OC)[C@@H](CO)[C@@H](OC)C[C@@H](OC)[C@@H]1C)O2	37*	.
COc1ccc([C@@]23CCN=C2c2[nH]c4ccccc4c2CCN3)c(N)c1	-12	.
C[C@H]1[C@H](NC(=O)c2ccc(Cl)c(Cl)c2)CC[C@@]23CCCN2C(=O)CCC[C@@H]13	-1	.
O=C(Nc1ccc2c(c1)OCO2)O[C@@H]1CC[C@@]23CCCN2C(=O)CCC[C@H]3C1	7	.
CC(OP(=O)(O)C(NC(=O)[C@H](Cc1ccc(O)cc1)NC(=O)OC(C)(C)C)C(C)C)C(=O)O (stereo not given in full)	4	.
CCCC1CCC2(CC1)CCC2OC(=O)Nc1cc(C)cc(C)c1 (stereo not given)	3	.
O=C(OCC#CCSc1nnc(-c2cccc3ccccc23)o1)c1ccc(SC(F)(F)F)cc1	-2	.
COc1ccc(C(=O)C2CCN(c3ncnc4sccc34)CC2)cc1	12	.
Cc1nc(SCC(=O)N(C)c2ccccc2)[nH]c(=O)c1C	2	.
Cc1ccc(S(=O)(=O)C2CCN(c3nc(-c4cccs4)nc4ccccc34)CC2)cc1	7	.
COc1ccc(NC(=O)OCCN2CCCC23CCC(c2ccccc2)CC3)cc1 (stereo not given)	5	.
CCCC1CCC2(CC1)CCC2OC(=O)Nc1ccccc1C (stereo not given)	-7	.
Cc1onc(C(=O)N2CCN(C(c3ccc(Cl)cc3)c3ccc(Cl)cc3)CC2)c1[N+](=O)[O-]	0	.
CCC[C@H]1[C@@H](NC(=O)C#Cc2ccccc2)CC[C@@]23CCCN2C(=O)CCC[C@@H]13	-1	.
O=C(NCCCc1ccccc1)[C@H](Cc1ccccc1)NC1(C(=O)NCCc2c[nH]c3ccccc23)CCOCC1	-4	.
COc1ccc(NC(=O)C(OC(=O)CNC(=O)c2ccccc2)c2ccccc2)cc1F (stereo not given)	5	.
CN1CC(O)([C@H](Cc2ccccc2)NC(=O)OC(C)(C)C)OCC1C(=O)NCc1cccc2ccccc12 (stereo not given in full)	5	.
c1nc(NC[C@@H]2CCCO2)c2cc(-c3ccc4c(c3)OCO4)ccc2n1	1	.
Nc1[nH]c(C(=O)c2ccccc2)c(-c2ccc(Cl)cc2Cl)c1C(=O)c1cccs1	0	.
Cc1cc(C)nc(NC(=S)N2CCN(c3ccc(C(F)(F)F)cn3)CC2)c1	6	.
O=C1N(CC[C@@H](O)c2ccccc2)CCC12CCC(c1ccccc1)CC2 (stereo not given in full)	9	.
O=C(OCC#CCSc1nnc(-c2ccco2)o1)c1ccc(F)cc1	-4	.
O=C(NCC(c1ccccc1)c1ccccc1)[C@H](Cc1ccccc1)NC1(C(=O)NC2CCCCC2)CCOCC1	7	.
O=C(OCC#CCSc1nnc(-c2cccc3ncccc23)o1)c1ccc(F)cc1	-5	.
C[C@H]1[C@H](NC(=O)c2ccc(C(C)(C)C)cc2)CC[C@@]23CCCN2C(=O)CCC[C@@H]13	3	.
CCCC1CCC2(CC1)CCC2OC(=O)Nc1ccc(C)cc1 (stereo not given)	8	.
CN1C(=O)[C@@]23C[C@]4(c5c[nH]c6ccccc56)c5ccccc5N(S(=O)(=O)c5ccccc5)[C@@H]4N2C(=O)[C@@H]1SS3	2	.
CCC[C@H]1[C@@H](OC(=O)NC2CCCCC2)CC[C@@]23CCCN2C(=O)CCC[C@@H]13	8	.
CCC[C@H]1[C@@H](NS(=O)(=O)c2ccccc2[N+](=O)[O-])CC[C@@]23CCCN2C(=O)CCC[C@@H]13	-5	.
CO[C@H]([C@H](C)/C=C/N(C)C=O)[C@@H](C)C(=O)CC[C@H](C)[C@H](O)[C@H](C)[C@H]1OC(=O)/C=C/C(C)=C/C[C@H](O)C[C@@H]2C=CC[C@@H](C[C@H](OC)[C@@H](C)[C@@H](OC)C[C@@H](OC)[C@@H]1C)O2	48*	.
CCC(C#Cc1ccccc1)N(C)C(N)=NC(=O)/C=C/c1ccccc1 (stereo not given)	6	.
COc1c(C(C)(C)C)cc(S(=O)(=O)N2c3ccccc3C[C@H]2C)cc1C(C)(C)C	10	.
CC(C)Oc1ccc(Oc2ccc(C#C[C@H](C)N3C(=O)c4ccccc4C3=O)cc2)cn1	7	.
COc1ccc(CNC2CCC23CCC(c2ccccc2)CC3)cc1OC (stereo not given)	-2	.
CN1CC(=O)N2[C@@H](C[C@]3(c4c[nH]c5ccccc45)c4ccccc4N(S(=O)(=O)c4ccccc4)[C@H]23)C1=O	-2	.
COCC(=O)N(c1ccc(C(C)(C)C)cc1)C(C(=O)NC(C)(C)C)c1cccnc1 (stereo not given)	-3	.
O=C1CCC[C@H]2C[C@H](NCc3cccc(I)c3)CC[C@]23CCCN13	-6	.

Further compounds follow:
SMILES	PrPC TRFRET	PriA SSB inh
O=C(NCc1ccc(C(F)(F)F)cc1)O[C@H]1CC[C@@]23CCCN2C(=O)CCC[C@H]3C1	6	.
O=C(NCCCc1ccccc1)O[C@@H]1CC[C@@]23CCCN2C(=O)CCC[C@H]3C1	6	.
C[C@H]1[C@@H](N(C)Cc2cccs2)CC[C@@]23CCCN2C(=O)CCC[C@@H]13	-2	.
Cc1ccc([C@H](C)NC(=O)C2=C(N)N(S(=O)(=O)c3ccc(C)cc3)C(C(=O)c3ccccc3)C2c2ccccc2Cl)cc1 (stereo not given in full)	-9	.
CCCC1CCC2(CCCN2CCOC(=S)NCc2cccc(C)c2)CC1 (stereo not given)	-5	.
CNc1nc(N)c([N+](=O)[O-])c(Nc2cccc(OC)c2)n1	-4	.
CC(C)(C)c1ccc(-c2csc(N3CCC(C(N)=O)CC3)n2)cc1	0	.
COCCNC[C@@]12CO[C@H](c3ccc(Cl)cc3)N1[C@@H](c1ccc(Cl)cc1)SC2	-2	.
O=C(Nc1cccc(Cl)c1)O[C@@H]1CC[C@@]23CCCN2C(=O)CCC[C@H]3C1	8	.
CC(C)c1ccc(NC(=O)O[C@@H]2CC[C@@]34CCCN3C(=O)CCC[C@H]4C2)cc1	-7	.
N#Cc1ccccc1S(=O)(=O)N1CCN(c2nc(-c3cccs3)nc3ccccc23)CC1	3	.
CO[C@H]([C@H](C)/C=C/N(C)C=O)[C@@H](C)C(=O)CC[C@H](C)[C@H](O)[C@H](C)[C@H]1OC(=O)/C=C/C(C)=C/C[C@H](O)C[C@@H]2C=CC[C@@H](C[C@H](OC)[C@@H](CO)[C@@H](OC)C[C@@H](OC)[C@@H]1C)O2	38*	.
C[C@H]1[C@@H](NC(=O)c2ccc(O)cc2)CC[C@@]23CCCN2C(=O)CCC[C@@H]13	-3	.
CC(C)(C)OC(=O)NC(Cc1ccccc1)C1CC(C#N)C(=O)O1 (stereo not given)	-1	.
O=c1c([N+](=O)[O-])c(Cl)c2ccccc2n1Cc1ccccc1	-1	.
Cc1ccc(-c2cc3nc(-c4ccco4)cc(N4CCN(Cc5ccoc5)CC4)n3n2)cc1	-2	.
COc1cc(NC(=O)c2[nH]c(C)c(C(C)=O)c2C)c(OC)cc1Cl	-13	.
C=CCN(C)C(C#Cc1ccccc1)Cc1ccccc1 (stereo not given)	6	.
Cc1nc(N2CCN(C(=O)COc3ccccc3C)CC2)c2c3c(sc2n1)CCCC3	-7	.
C[C@H]1[C@@H](OC(=O)NCCc2c[nH]c3ccccc23)CC[C@@]23CCCN2C(=O)CCC[C@@H]13	-4	.
CCCC1CCC2(CCCN2CCOC(=O)Nc2ccc(OC)cc2)CC1 (stereo not given)	-4	.
Cc1cc(N2CCC[C@@H]2C)nc2ccccc12	-7	.
Cn1c(=O)cc(OCCCC(=O)Nc2cc(C(F)(F)F)ccn2)c2ccccc21	29*	.
O=C(Nc1ccc(C(O)(C(F)(F)F)C(F)(F)F)cc1)c1c(F)cccc1F	1	.
O=C(Nc1ccc(C(O)(C(F)(F)F)C(F)(F)F)cc1)c1ccc(F)cc1Cl	17	.
CCCCCCC[C@H](N)[C@H](O)C(=O)N(C)[C@@H](CCS(C)=O)C(=O)N[C@@H](Cc1ccc(O)cc1)C(=O)O (stereo not given in full)	-3	.
Cc1ccc(OCCCOc2ccc(Cl)cc2Cl)c([N+](=O)[O-])n1	2	.
CC(=O)Nc1ccc(/C=C/COC(C)=O)cc1C	4	.
C[C@H]1[C@@H](OC(=O)Nc2ccc(C#N)cc2)CC[C@@]23CCCN2C(=O)CCC[C@@H]13	-3	.
COc1ccc(CNC2CCC23CCC(C)CC3)cc1 (stereo not given)	-7	.
CCC[C@H]1[C@@H](OC(=O)N2CCN(c3ccccc3)CC2)CC[C@@]23CCCN2C(=O)CCC[C@@H]13	7	.
C[C@H]1[C@@H](NC(=O)C2CCOC2)CC[C@@]23CCCN2C(=O)CCC[C@@H]13 (stereo not given in full)	-1	.
C[N+]1=C2N[C@@H](c3ccccc3)CC(=O)N2/C(=C\c2ccccc2)[C@@H]1Cc1ccccc1	10	.
CC(C)(C)CCNc1nc(-c2ccccn2)nnc1-c1ccccc1	28*	.
O=C(N1CCC(Cc2ccccc2)CC1)n1ncc(C(O)(c2ccccc2)c2ccccc2)n1	11	.
N#CN1CCC(NS(=O)(=O)c2ccc(F)cc2)C1 (stereo not given)	-4	.
Cc1cc(N2CCC(C)CC2)nc2ccccc12	1	.
O=C(NCCn1ccn2nc(-c3ccco3)cc12)Nc1ccc2c(c1)OCO2	.	9
CCOC(=O)c1ccc(Nc2nc3nc(C)cc(C)n3n2)cc1	.	-5
CCCCc1ccc(S(=O)(=O)c2cnc(SCC(=O)Nc3ccc(Cl)cc3)[nH]c2=O)cc1	.	4
O=C(Nc1ccc2c(c1)OCCO2)C1CCN(c2ccc(-n3cncn3)nn2)CC1	.	4
O=C(Nc1cccs1)N1CCc2nc3ccccn3c(=O)c2C1	.	0

Filtered by structure, the entries above containing an aryl methoxy group (11)
SMILES	PrPC TRFRET	PriA SSB inh
COc1ccc(CN[C@@H]2CC[C@@]34CCCN3C(=O)CCC[C@H]4C2)cc1OC	-4	.
COc1ccc([C@@]23CCN=C2c2[nH]c4ccccc4c2CCN3)c(N)c1	-12	.
COc1ccc(C(=O)C2CCN(c3ncnc4sccc34)CC2)cc1	12	.
COc1ccc(NC(=O)OCCN2CCCC23CCC(c2ccccc2)CC3)cc1 (stereo not given)	5	.
COc1ccc(NC(=O)C(OC(=O)CNC(=O)c2ccccc2)c2ccccc2)cc1F (stereo not given)	5	.
COc1c(C(C)(C)C)cc(S(=O)(=O)N2c3ccccc3C[C@H]2C)cc1C(C)(C)C	10	.
COc1ccc(CNC2CCC23CCC(c2ccccc2)CC3)cc1OC (stereo not given)	-2	.
CNc1nc(N)c([N+](=O)[O-])c(Nc2cccc(OC)c2)n1	-4	.
COc1cc(NC(=O)c2[nH]c(C)c(C(C)=O)c2C)c(OC)cc1Cl	-13	.
CCCC1CCC2(CCCN2CCOC(=O)Nc2ccc(OC)cc2)CC1 (stereo not given)	-4	.
COc1ccc(CNC2CCC23CCC(C)CC3)cc1 (stereo not given)	-7	.

A portion of the library; count on the stated rates, not on these rows.
